Compound activity (PubChem BioAssay)
D3 antag – qHTS of D3 Dopamine Receptor Antagonist: qHTS. 360,000 compounds, 2.5% hits. max response, negative = inhibition, %. D3R cells, DiscoveRx beta-arrestin luminescence, antagonist mode; stronger effect = lower value. AID 652054, 2013. D(3) dopamine receptor (Homo sapiens), P35462; in the data active = max response below about -50%; inconclusive = no clear call, values can overlap the other calls; note: % is set by controls: 0 for no effect and ±100 for the full control effect; mostly tested at two doses, the higher about 12 µM
Target sequence (P35462 whole entry, looked up): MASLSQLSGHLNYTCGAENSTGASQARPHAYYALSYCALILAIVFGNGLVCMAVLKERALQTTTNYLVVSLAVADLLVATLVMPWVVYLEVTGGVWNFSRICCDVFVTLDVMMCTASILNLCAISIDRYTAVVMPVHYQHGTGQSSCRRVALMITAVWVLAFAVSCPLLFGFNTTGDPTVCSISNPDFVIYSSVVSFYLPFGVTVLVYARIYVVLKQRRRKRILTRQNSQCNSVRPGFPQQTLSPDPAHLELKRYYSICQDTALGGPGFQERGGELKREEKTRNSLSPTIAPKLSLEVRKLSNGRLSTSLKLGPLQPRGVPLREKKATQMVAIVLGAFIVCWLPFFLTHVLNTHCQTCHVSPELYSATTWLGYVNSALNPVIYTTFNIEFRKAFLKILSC
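Cells plated overnight at 1500 cells/well, then exposed to library compounds with dopamine controls for 90 minutes at 37 degrees C. DiscoveRx reagent added for 30–60 minutes at room temperature; luminescence read, quantitative HTS format.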
D3 ag – qHTS of D3 Dopamine Receptor Agonist: qHTS; 410,000 compounds, 0.58% hits; max activation, %; D3R DiscoveRx beta-arrestin cells, luminescence, 90 min; in the data active = max activation above about 30%; note: 0% is about no effect; mostly tested at two doses, the higher about 12 µM
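Cells at 1500/well, incubated overnight, then treated with pinned compounds (dopamine as control) for 90 min at 37 degrees C. DiscoveRx reagent added for 30 - 60 minutes at room temperature; luminescence read.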
aSyn rescue – qHTS of alpha-syn Inhibitors; 370,000 compounds, 0.14% hits; Potency, µM (doses to about 46.1 µM), without a hit: at the highest dose growth rescue (activation), most hits filed as activators; AID 652106, 2013; Yeast expressing alpha-synuclein, growth rescue, BacTiter-Glo, 24 h; note: potency is the fitted concentration of half-maximal effect; % of control where 0% means no effect; nearly all actives have a fitted effect of over 65% in size
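Screening used galactose-induced yeast with toxic alpha-synuclein levels, exposed to compound for 24 hr at 30 deg C. Cell growth, read with BacTiter-Glo luminescence, gave the measured signal.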
Abeta rescue – qHTS for compounds that reverse cellular toxicity of Amyloid beta (A-beta) peptide in yeast: Primary Screen; 410,000 compounds, 0.063% hits; AID 1347071, 2019; yeast expressing A-beta42, growth rescue, OD600, 48 h; response scale: 0% DMSO, 100% iron-clioquinol control; Potency, µM (doses to about 46.1 µM), for inactives: at the top dose growth rescue, usual class: activators; note: potency is the fitted concentration of half-maximal effect; nearly all actives have a fitted effect of over 55% in size
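Yeast growth medium received pinned compounds, then yeast cells expressing toxic A-beta were added; plates incubated at 30 C for 48 hr. Growth read as absorbance at 600 nm, normalized to DMSO and equimolar FeCl3 plus clioquinol controls.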
TDP-43 yeast inh – qHTS of TDP-43 Inhibitors; 410,000 compounds, 1.8% hits; TDP-43 expressing yeast growth rescue, BacTiter-Glo, 24 h; Potency, µM (highest dose often 46.1 µM), without a hit: top-dose growth rescue (activation), hits mostly activators; note: potency is the fitted concentration of half-maximal effect; % of control where 0% means no effect; nearly all actives have a fitted effect of over 50% in size
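Yeast expressing TDP-43 (pregrown in raffinose, seeded at OD600=0.02 in galactose medium) exposed to compounds 24 hr at 30 deg C. Growth read by BacTiter-Glo luminescence; rescue of toxicity appears as increased signal.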
FUS suppressor – qHTS for Suppressors of FUS Proteinopathy: Primary screen using FUS-linked yeast assay | S. cerevisiae FUS-expressing, growth rescue, OD600, 24 h | Potency, µM (titrated, usually from 76.6 µM), for the others: at the highest dose growth rescue (activation), most hits filed as activators | 390,000 compounds, 0.24% hits | AID 1347120, 2019;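 note: potency is the fitted concentration of half-maximal effect; plate controls were DMSO vehicle for no effect and reference control for full effect; nearly all actives have a fitted effect of over 55% in size; some results filed as inactive show a strong effect at the top dose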
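Toxicity suppression screen in FUS-yeast. Cells induced with 2% galactose, starting OD 0.005, treated 24hr at 30C with compounds at multiple final concentrations; growth by OD600.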
EPAC2 ag – qHTS for Agonist of cAMP-regulated guanine nucleotide exchange factor 4 (EPAC2): primary screen | EPAC2 activation, biochemical qHTS; response scale: 100% = 6.5 mM cAMP response | Potency, µM (titrated, usually from 154 µM), inactives show at the top dose activation, usual class: activators | 360,000 compounds, 0.079% hits; note: potency is the fitted concentration of half-maximal effect; nearly all actives have a fitted effect of over 50% in size
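Nucleotide exchange monitored as fluorescence drop when BODIPY-GDP leaves Rap1B. Reaction: 100 nM EPAC2, 250 nM RAP1B-BODIPY-GDP, 50 uM GDP, room temperature, kinetic read over 30 min. Activity expressed relative to 6.5 mM cAMP.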
EPAC2 antagonist – qHTS for Antagonist of cAMP-regulated guanine nucleotide exchange factor 2 (EPAC2): primary screen | EPAC2 GEF exchange of Rap1B-BODIPY-GDP, fluorescence | 360,000 compounds, 0.18% hits | Potency, µM (highest dose often 114 µM), for the others: top-dose activity, negative = inhibition, actives largely listed as inhibitors | Rap guanine nucleotide exchange factor 4 (Homo sapiens), Q8WZA2; note: potency is the fitted concentration of half-maximal effect; % is set by controls: 0 for no effect and ±100 for the full control effect; nearly all actives have a fitted effect of over 45% in size; many of its hits are not listed in these tables
Starred values were filed as active, the others as inactive; ? = inconclusive; nt = not tested or not shown; [ ] = remark or other dose. Unless noted, calls come from the whole dose curve; as a rule, active = well fitted curve in the direction sought with a large enough effect; inconclusive = small, poorly fitted or top-dose-only effect, or another doubt; inactive = no such curve, though single readings can be large; an effect the other way counts as inactive or inconclusive. The list is partial; count on the stated rates, not on these rows.

Value order – EPAC2 ag	TDP-43 yeast inh	EPAC2 antagonist	Abeta rescue	FUS suppressor	D3 antag	aSyn rescue	D3 ag
> O=S(=O)(c1ccccc1)N1CCN(Cc2nnc(-c3ccccc3)o2)CC1
    4%	1%	1%	5%	5%	21	-1%	5
> COc1ccc(NC(=S)N2CCN(Cc3cccc(F)c3)CC2)c(OC)c1
    7%	9%	-1%	-4%	23%	4	0%	-8
> CC(=O)c1cccc(N2C(=O)C3C(C(=O)Nc4cc(C)on4)C4(C)C=CC3(O4)C2C(=O)NC(C)(C)C)c1 (stereo not given)
    -6%	6%	3%	9%	5%	12	1%	10
> CC1CC(C)CN(S(=O)(=O)c2ccc3c(c2)CC(C)N3C(=O)C2CC2)C1 (stereo not given)
    13%	19%	?	-13%	35%	-110*	-2%	-20
> Cc1ccc(C(=O)NCc2occc2C(=O)O)o1
    4%	22%	3%	-1%	5%	5	3%	0
> CSc1ccc(CCNC(=O)c2cc(C)nc3c2c(C)nn3-c2ccccc2)cc1
    nt	7%[9.22 µM]	nt	-9%	-16%	nt	nt	-6
> COc1ccc(N2C(=O)C3C4c5ccccc5C(C=Nc5ccc(C)cc5C)(c5ccccc54)C3C2=O)cc1 (stereo not given)
    -1%	19%	0%	-3%	?	-4	13%	2
> CCOc1ccc(NC(=O)CN(C)C(=O)c2ccc(OCC3CCCO3)cc2)cc1OCC (stereo not given)
    1%	6%	-2%	5%	20%	7	0%	1
> O=C(CSc1ccc2nnc(-c3cccnc3)n2n1)Nc1ccccc1C(F)(F)F
    1%	14%	3%	8%	8%	14	5%	4
> CCC1(c2ccc(F)cc2)NC(=O)N(CC(=O)N2CCN(S(=O)(=O)c3ccc(C)cc3)CC2)C1=O (stereo not given)
    6%	20%	-7%	20%	39%	2	3%	1
> CCCSc1oc(-c2cccs2)nc1S(=O)(=O)c1ccc(C)cc1
    nt	6%	nt	-1%	18%	nt	nt	7
> COc1ccc(OC(=O)c2cc3cc(Cl)ccc3oc2=O)cc1
    7%	-6%	16%	-1%	0%	-24	-3%	-12
> CC1=C(C#N)C(Nc2cc(C)ccn2)(C(F)(F)F)C(=O)N1 (stereo not given)
    8%	-4%	7%	7%	1%	-6	-13%	1
> COc1ccccc1C(=O)Nc1ccc(C)c(S(=O)(=O)N2CCCCC2)c1
    15%	?	9%	-3%	30%	?	-9%	-8
> CS(=O)(=O)c1ccc(C(=O)OC2CCOC2=O)cc1[N+](=O)[O-] (stereo not given)
    12%	-17%	-2%	-26%	7%	?	0%	-4
> CC(C)(C)NC(=O)CN(Cc1cccs1)C(=O)CN1C(=O)C(=O)c2ccccc21
    15%	-2%	-1%	-1%	-25%	-10	-5%	-5
> COc1ccc(S(=O)(=O)NCCSCc2ccco2)cc1OC
    7%	5%	3%	23%	8%	10	0%	7
> Cc1oc(-c2cccc(Cl)c2)nc1CS(=O)(=O)CC(=O)NCc1ccccc1Cl
    nt	14%	nt	-1%	-12%	nt	nt	-5
> COc1ccccc1N1CCN(Cc2cc3c(cc2O)OCO3)CC1
    13%	-9%	3%	-8%	14%	-81*	-8%	-26
> COc1ccc(OCC2c3cc(OC)c(OC)cc3CCN2C(=O)C(C)C)cc1 (stereo not given)
    3%	nt	?	-11%	15%	-10	nt	-2
> Cc1nc2ccccc2c2oc(C(=O)N3CCc4ccccc4C3)cc12
    21%	0%	2%	-1%	1%	47	6%	1
> Cc1cccc(NC(=O)c2oc3ccccc3c2NC(=O)Cc2coc3ccc(C(C)C)cc23)c1
    nt	-30%	nt	-25%	-30%	nt	nt	-10
> COC(=O)c1c(NC(=O)CN2C(=O)NC3(CCc4ccccc4C3)C2=O)sc2c1CCCCC2 (stereo not given)
    -3%	-6%	-23%	-14%	19%	-17	-3%	1
> COc1ccccc1CNS(=O)(=O)c1cc(C(=O)N(C)Cc2cccnc2)c(Cl)cc1Cl
    5%	26%	-5%	9%	nt	-29	9%	3
> CCOc1cccc(CN2CCN(CCc3ccccc3)C(CCO)C2)c1O (stereo not given)
    5%	8%	1%	-15%	-2%	-23	-5%	-10
> CCOc1ccccc1CN1CCc2nc(N3CCN(c4ccccc4F)CC3)ncc2C1
    nt	2%	nt	7%	-19%	nt	nt	-17
> N#CC(C(=O)NC1CC1)c1nc2ccccc2nc1N1CCN(C/C=C/c2ccccc2)CC1 (stereo not given)
    -7%	-14%	25%	5%	5%	-5	-14%	-30
